# Bioassay records (PubChem)
# A549 viability = A549 cytotoxicity, counter-screen for Nrf2 inhibitors. Potency, µM (series often up to 46 µM), for inactives: top-dose activity change, negative = cytotoxicity, usual class: inhibitors. 390,000 compounds, 0.16% hits. A549 ARE-Fluc cells, CellTiter-Fluor viability, 18-24 h; also: potency is read from the fitted curve at half-maximal effect; % is scaled to controls: 0 for no effect and ±100 for the full control effect
#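 A549 ARE_Fluc cells in 5% FBS OPTI-MEM were exposed to compounds in concentration-response for 18-24 h at 37 deg C. Viability was read by CellTiter-Fluor fluorescence (Ex 405/Em 525) after 30 min, before the luciferase read.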
# Nrf2 inh = Nrf2 pathway inhibition; Potency, µM (series often up to 46 µM), inactives show top-dose activity change, negative = inhibition, hits mostly inhibitors; 360,000 compounds, 2.1% hits; A549 ARE-Fluc reporter, luciferase luminescence, 18-24 h; also: potency is read from the fitted curve at half-maximal effect; % is scaled to controls: 0 for no effect and ±100 for the full control effect; nearly all actives have a fitted effect of over 60% in size
#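 Cells were seeded and rested 2 h, then exposed to compounds for 18-24 h. CellTiter-Fluor was read first as a viability measure. BugLite was added 15 min before the final luminescent read of ARE-luciferase activity in A549 cells.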
# TGFb inhibitor = inhibitors of TGF-b signaling; HepG2 CAGA-GFP TGF-b/SMAD3 reporter, GFP fluorescence, 18 h; TGF-beta stimulated, 500 pg/mL final; 410,000 compounds, 1.2% hits; Potency, µM (highest dose often 46.1 µM), for inactives: at the top dose activity, negative = inhibition, actives largely listed as inhibitors; also: potency is read from the fitted curve at half-maximal effect; % is scaled to controls: 0 for no effect and ±100 for the full control effect; nearly all actives have a fitted effect of over 65% in size
#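 Inhibition of TGF-beta-driven CAGA-GFP reporter expression in HEPG2 cells is measured by cellular GFP fluorescence after 18 h stimulation with 500 pg/mL recombinant TGF-beta in 1% FBS medium at 37 degrees C.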
# CCT modulator = modulators of cytosolic chaperonin (CCT/TRiC) activity; AID 651819; purified chaperonin ATPase assay, HTRF ADP detection, 30 min; activity change, % (concentration not given with the values), hits read low; 360,000 compounds, 0.3% hits; in the data active = activity change below about -30%; also: % is scaled to controls: 0 for no effect and ±100 for the full control effect
#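 TRiC (40 or 20 nM final, by batch activity) in 30 mM Tris pH 7.4, 100 mM KCl, 5 mM MgCl2, 1 mM DTT was treated with compound at 76 uM single dose, then 10 uM ATP, 30 min at 37 °C. ADP was read by HTRF Transcreener.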
# pAkt inh = inhibitors of Akt phosphorylation | 360,000 compounds, 0.32% hits | Neuro2A IGF-stimulated pAkt S473 HTRF, 20 min; stronger effect = lower value | AID 651550 | activity change, % for hits at 50 µM; in the data active = activity change below about -80%; inconclusive = mostly about -51% to -80%; also: % is scaled to controls: 0 for no effect and ±100 for the full control effect
#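 Neuro2A cells (4,500/well, DMEM with 0.5% FBS) were treated with compound at a single 50 µM final concentration, stimulated with 6 nM IGF for 20 min at 37 °C, and lysed. Phospho-Akt Ser473 was read by HTRF as 665/615 ratio ×10^4.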
# EPAC2 agonist = agonists of human EPAC2 (RAPGEF4); Potency, µM (titrated, usually from 154 µM), inactives show top-dose activation, actives largely listed as activators; EPAC2 activation, biochemical qHTS; response scale: 100% = 6.5 mM cAMP response; Q8WZA2; AID 720711; 360,000 compounds, 0.079% hits; also: potency is read from the fitted curve at half-maximal effect; nearly all actives have a fitted effect of over 50% in size
# Target sequence (Q8WZA2 whole entry, looked up): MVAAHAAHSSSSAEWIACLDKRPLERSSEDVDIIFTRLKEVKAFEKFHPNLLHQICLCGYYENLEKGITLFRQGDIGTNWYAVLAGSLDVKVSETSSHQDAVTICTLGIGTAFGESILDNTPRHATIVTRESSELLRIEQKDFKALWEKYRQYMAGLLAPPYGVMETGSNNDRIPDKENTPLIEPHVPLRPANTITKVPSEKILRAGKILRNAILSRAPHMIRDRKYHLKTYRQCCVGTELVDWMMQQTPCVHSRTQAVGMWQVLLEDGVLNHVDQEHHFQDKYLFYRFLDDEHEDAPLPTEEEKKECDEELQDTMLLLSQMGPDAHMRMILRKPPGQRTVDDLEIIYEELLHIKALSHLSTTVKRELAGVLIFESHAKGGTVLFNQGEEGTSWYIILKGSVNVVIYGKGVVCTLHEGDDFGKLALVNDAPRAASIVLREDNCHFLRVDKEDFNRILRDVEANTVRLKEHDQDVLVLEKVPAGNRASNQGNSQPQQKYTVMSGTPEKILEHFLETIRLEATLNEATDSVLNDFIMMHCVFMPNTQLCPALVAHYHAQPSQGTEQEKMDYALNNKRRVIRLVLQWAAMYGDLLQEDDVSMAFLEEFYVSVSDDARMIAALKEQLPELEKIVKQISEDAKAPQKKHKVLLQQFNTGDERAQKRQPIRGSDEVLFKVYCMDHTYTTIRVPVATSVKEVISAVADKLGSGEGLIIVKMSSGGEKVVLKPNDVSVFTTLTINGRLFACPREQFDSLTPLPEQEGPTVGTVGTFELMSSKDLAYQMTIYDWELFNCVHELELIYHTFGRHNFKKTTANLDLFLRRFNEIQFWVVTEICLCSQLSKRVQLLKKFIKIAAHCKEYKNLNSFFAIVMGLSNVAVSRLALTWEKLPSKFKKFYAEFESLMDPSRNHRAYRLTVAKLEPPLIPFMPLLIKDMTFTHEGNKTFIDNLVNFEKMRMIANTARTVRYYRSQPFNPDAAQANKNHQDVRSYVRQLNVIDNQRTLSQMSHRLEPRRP
#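 Setup: EPAC2 100 nM, labeled Rap1B complex 250 nM, free GDP 50 uM. Compound titrations pinned in, brief spin, 5 min room temperature incubation. Kinetic fluorescence read over 30 min, normalized to 6.5 mM cAMP.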
# EPAC2 antag = EPAC2 (human) antagonism; Q8WZA2; EPAC2 GEF exchange of Rap1B-BODIPY-GDP, fluorescence; 360,000 compounds, 0.18% hits; AID 720708; Potency, µM (highest dose often 114 µM), for inactives: at the top dose activity, negative = inhibition, actives largely listed as inhibitors; also: potency is read from the fitted curve at half-maximal effect; % is scaled to controls: 0 for no effect and ±100 for the full control effect; nearly all actives have a fitted effect of over 45% in size; many of its hits are not listed in these tables
# MmCpn inh = M. maripaludis TRiC chaperonin inhibition; 330,000 compounds, 0.031% hits; Potency, µM (top dose mostly 76.9 µM), for inactives: at the top dose activity, negative = inhibition, actives largely listed as inhibitors; AID 504842; purified Mm-Cpn ATPase, ADP Transcreener TR-FRET; also: potency is read from the fitted curve at half-maximal effect; % is scaled to controls: 0 for no effect and ±100 for the full control effect; nearly all actives have a fitted effect of over 80% in size
#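 Inhibition of chaperonin ATP hydrolysis is measured as reduced ADP production, detected by competitive TR-FRET in which signal falls with ADP. Final enzyme 25 nM and ATP 10 uM, reacted 30 min at 37°C.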
# Nrf2 ARE act = activates Nrf2 signaling | Potency, µM (titrated, usually from 46.1 µM), for the others: at the top dose activation, usual class: activators | 410,000 compounds, 0.31% hits | AREc32 ARE-luciferase reporter (MCF7-derived line), luminescence, 24 h; also: potency is read from the fitted curve at half-maximal effect; % of control where 0% means no effect; nearly all actives have a fitted effect of over 65% in size
#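 AREc32_Fluc, 1000 cells/well, OPTI-MEM + 5% FBS, o/n 37 deg C 5% CO2; 23 nL cpd by pin tool, 24 hr; Steady-Glo 30 min RT, luminescence.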
# * = called active by the depositor; i = inactive; ? = inconclusive; nt = no result given; & = joins results of further samples. Unless noted, calls follow the shape of the dose curve; as a rule, active = well fitted curve in the direction sought with a large enough effect; inconclusive = small, poorly fitted or top-dose-only effect, or another doubt; inactive = no such curve, though single readings can be large; an effect the other way counts as inactive or inconclusive.
1. CCOc1ccccc1NC(=O)CSc1nnc(-c2cnccn2)n1C
2. CCCc1cc(NCc2ccccn2)n2nc(C)c(-c3ccccc3)c2n1
3. O=C(NCCCN1CCOCC1)c1cccc(S(=O)(=O)Nc2ccccc2Cl)c1
4. O=C1CSC(=Nc2ccccc2)N1
5. Cc1ccccc1OCC(=O)NCC1CCCO1 (stereo not given)
6. COc1ccc(CCNC(=O)c2cc3c(=O)n4ccccc4nc3n(CC3CCCO3)c2=N)cc1OC (stereo not given)
7. Cc1ccc(Nc2ncnc3sc(C)c(C)c23)cc1C
8. COc1cccc(CNC(=O)CCNC(=O)c2ccc(Br)o2)c1
assay / compound,1,2,3,4,5,6,7,8
A549 viability,-11%,-17%,5%,0%,-6%,?,-1%,2%
Nrf2 inh,-11%,?,-19%,12%,7%,4%,6%,8%
TGFb inhibitor,-19%,?,10%,0%,0%,-11%,19%,7%
CCT modulator,-0.6,0.2,0.7,-0.2,-0.9,0.2,0.9,-2.7
pAkt inh,nt,i,i,i,i,i,i,i
EPAC2 agonist,8%,7%,8%,1%,-7%,-3%,0%,6%
EPAC2 antag,-1%,-7%,-6%,5%,5%,5%,9%,4%
MmCpn inh,2%,-3%,2%,nt,-1%,0%,-15%,-2%
Nrf2 ARE act,-0.2%,-0.3%,1.5%,-0.3%,-0.3%,-0.6%,0.5%,4.9%

9. COc1ccc(-c2cc(C(=O)N3CCN(C(c4ccccc4)c4ccccc4)CC3)no2)cc1
10. O=C(Nc1cccc(-c2nc3cccnc3s2)c1)c1cccc(Br)c1
11. CCCCOc1ccc(/C=C/C(=O)OCC(=O)N2CC(=O)Nc3ccccc32)cc1OCC
12. O=C(Nc1ccc(S(=O)(=O)N2CCCCC2)cc1)c1ccc(CN2CCc3ccccc3C2)cc1
13. Cc1cc(C)cc(NC(=O)N2CCCCCCC2)c1
14. CC(=O)Nc1ccc(C(=O)Cn2nnc3ccccc3c2=O)cc1
15. CCCCCNC(=O)c1cc(S(=O)(=O)N2CCCCC2)ccc1F
16. CCOc1ccc2c(c1)N(C(=O)CN1C(=O)CCC1=O)C(C)(C)C=C2C
assay / compound,9,10,11,12,13,14,15,16
A549 viability,12%,4%,1%,-19%,3%,-2%,-11%,-1%
Nrf2 inh,nt,-11%,?,0.33µM*,9%,?,0%,nt
TGFb inhibitor,-19%,-7%,32%,4%,3%,-33%,9%,?
CCT modulator,-2.1,nt,-1.8,-0.2,-5.4,-0.9,-1.5,3.4
pAkt inh,nt,nt,i,i,i,i,i,i
EPAC2 agonist,12%,nt,-21%,8%,1%,5%,5%,12%
EPAC2 antag,-2%,nt,-26%,-6%,9%,-3%,0%,6%
MmCpn inh,0%,nt,-1%,-1%,-1%,1%,1%,-2%
Nrf2 ARE act,0.0%,-0.4%,7.5%,0.4%,0.0%,1.7%,0.3%,-0.2%

17. C/C(=N\N=C(c1ccccc1)c1ccccc1)c1cccs1
18. COC(=O)c1c(NS(=O)(=O)c2ccc(C)cc2)sc2c1CCC(C)C2 (stereo not given)
19. Cc1ccc(C)c(NC2=NS(=O)(=O)c3ccccc32)c1
20. Cc1cccc(OCC(=O)NC2CCCCCC2)c1C
21. N#Cc1cc(-c2ccccc2)nc(N2CCNCC2)n1
22. O=C(COC(=O)c1cccs1)NCCc1ccc(F)cc1
23. CCCCOCCCNC(=O)COc1ccccc1
24. Cc1ccc(C(=O)NCCCNC(=O)c2ccco2)cc1
assay / compound,17,18,19,20,21,22,23,24
A549 viability,11%,-2%,13%&0%,18%,1%,-7%,3%,-4%
Nrf2 inh,15%,?,11%&-4%,9%,2%,?,11%,-20%
TGFb inhibitor,-10%,?,25%,-4%,0%,0%,-6%,6%
CCT modulator,0.6,1.4,1.2,0.0,0.1,0.8,1.7,-1.1
pAkt inh,i,i,i,i,i,i,i,i
EPAC2 agonist,11%,8%,7%,-7%,3%,4%,-2%,2%
EPAC2 antag,-7%,-5%,5%,0%,11%,-7%,-1%,1%
MmCpn inh,-1%,-2%,1%,-3%,2%,2%,-1%,1%
Nrf2 ARE act,17%,2.6%,-0.3%,-1.7%,3.9%,0.2%,-0.1%,0.4%

25. Cc1cccc(NC(=O)C2CCN(S(=O)(=O)c3ccc(F)cc3)CC2)c1C
26. COc1ccc2c(c1)c(C(C)=O)c(C)n2-c1ccccc1
27. CCC1CCCN1Cn1cnc2c([nH]c3ccccc32)c1=O (stereo not given)
28. Cc1ccc(C2(C(F)(F)F)NC(=O)N3CCCN=C3S2)cc1 (stereo not given)
29. O=C(Nc1ccccc1Cl)c1cc(C2CCCCN2S(=O)(=O)c2ccc(F)cc2F)on1 (stereo not given)
30. CC(C)c1csc(CN2CCC(C(=O)Nc3cccc(-c4ccco4)c3)CC2)n1
31. CN(CC(=O)NNC(=O)c1cccnc1)S(=O)(=O)c1cc(Cl)ccc1Cl
32. CNC(=O)c1sc(SC)cc1-c1ccc(Cl)cc1
assay / compound,25,26,27,28,29,30,31,32
A549 viability,-3%,9%,-1%,-1%,nt,nt,6%,6%
Nrf2 inh,-11%,?,1%,-10%,nt,nt,4%,nt
TGFb inhibitor,-13%,3%,-6%,7%,18%,-24%,-4%,9%
CCT modulator,nt,-8.7,-0.5,-2.2,-1.2,-2.5,-1.4,-1.6
pAkt inh,nt,i,i,i,i,i,i,i
EPAC2 agonist,nt,10%,-5%,2%,12%,-10%,9%,-3%
EPAC2 antag,nt,-2%,2%,3%,-11%,3%,-4%,-4%
MmCpn inh,nt,1%,0%,-1%,nt,nt,0%,-23%
Nrf2 ARE act,0.5%,-0.1%,0.4%,0.4%,5.5%,21%,-0.5%,-0.1%

33. CC(c1ccco1)N(C(=O)c1ccc(S(=O)(=O)N2CCCCC2)cc1)c1ccccn1 (stereo not given)
34. O=C(Nc1cccc(S(=O)(=O)N2CCCCCC2)c1)c1cncc(Br)c1
35. COCCCN(C(=O)c1cc2c(s1)CCCCC2)c1c(N)n(Cc2ccccc2)c(=O)[nH]c1=O
36. O=C(CCC(=O)Nc1ccc(Br)cc1)N/N=C/c1cc([N+](=O)[O-])ccc1O
37. OCCN1CCN(c2nc(-c3ccccc3)nc3c2oc2ccccc23)CC1
38. Cc1cc(C)c2c(=O)cc(C(=O)Nc3sc4c(c3C(=O)NCC3CCCO3)CCCC4)oc2c1 (stereo not given)
39. O=C(Cn1c(C(=O)O)cc2ccccc21)c1ccccc1
40. C[C@@H]1CN([C@H](C)CO)C(=O)c2cc(NS(=O)(=O)c3ccc(F)cc3)ccc2O[C@@H]1CN(C)Cc1ccc(Cl)c(Cl)c1
assay / compound,33,34,35,36,37,38,39,40
A549 viability,2%,-11%,-15%,-2%,?,-3%,-1%,15µM*
Nrf2 inh,-18%,?,?,16%,?,1%,1%,18µM*
TGFb inhibitor,-1%,10%,1%,5%,-11%,-1%,-1%,11µM*
CCT modulator,-0.8,4.4,0.3,0.1,-3.6,nt,-0.8,-0.6
pAkt inh,i,i,i,i,i,nt,i,i
EPAC2 agonist,1%,9%,-5%,-7%,-3%,nt,12%,7%
EPAC2 antag,-6%,-2%,-10%,1%,-11%,nt,2%,-23%
MmCpn inh,3%,-4%,2%,1%,2%,nt,0%,-1%
Nrf2 ARE act,-0.2%,3.0%,-0.6%,7.1%,19%,-0.8%,0.5%,-3.4%

41. CN1CCN(C(=O)c2cnn(-c3ccccc3)c2NC(=O)c2ccc(Br)cc2)CC1
42. O=C(NCCS(=O)(=O)N1CCN(c2ccccc2F)CC1)c1ccc(Br)cc1
43. CC1(C)Cc2c(sc3ncn4nc(-c5ccco5)nc4c23)CO1
44. O=C(COC(=O)c1ccc2c(c1)C(=O)N(Cc1ccco1)C2=O)NCC(F)(F)F
assay / compound,41,42,43,44
A549 viability,10%,9%,-3%,-10%
Nrf2 inh,-14%,20%,2%,7%
TGFb inhibitor,20%,10%,?,-9%
CCT modulator,-2.7,1.9,-0.3,-4.2
pAkt inh,i,i,i,i
EPAC2 agonist,4%,-6%,-3%,8%
EPAC2 antag,6%,6%,12%,-8%
MmCpn inh,nt,0%,nt,0%
Nrf2 ARE act,4.4%,0.0%,27%,-0.3%

# Another view of part of the listing above:
(41) CN1CCN(C(=O)c2cnn(-c3ccccc3)c2NC(=O)c2ccc(Br)cc2)CC1
  A549 viability: 10%	Nrf2 inh: -14%	TGFb inhibitor: 20%	CCT modulator: -2.7	pAkt inh: i	EPAC2 agonist: 4%	EPAC2 antag: 6%	MmCpn inh: nt	Nrf2 ARE act: 4.4%

(42) O=C(NCCS(=O)(=O)N1CCN(c2ccccc2F)CC1)c1ccc(Br)cc1
  A549 viability: 9%	Nrf2 inh: 20%	TGFb inhibitor: 10%	CCT modulator: 1.9	pAkt inh: i	EPAC2 agonist: -6%	EPAC2 antag: 6%	MmCpn inh: 0%	Nrf2 ARE act: 0.0%

(43) CC1(C)Cc2c(sc3ncn4nc(-c5ccco5)nc4c23)CO1
  A549 viability: -3%	Nrf2 inh: 2%	TGFb inhibitor: ?	CCT modulator: -0.3	pAkt inh: i	EPAC2 agonist: -3%	EPAC2 antag: 12%	MmCpn inh: nt	Nrf2 ARE act: 27%

(44) O=C(COC(=O)c1ccc2c(c1)C(=O)N(Cc1ccco1)C2=O)NCC(F)(F)F
  A549 viability: -10%	Nrf2 inh: 7%	TGFb inhibitor: -9%	CCT modulator: -4.2	pAkt inh: i	EPAC2 agonist: 8%	EPAC2 antag: -8%	MmCpn inh: 0%	Nrf2 ARE act: -0.3%

# This is a subset. The share of hits here may be higher or lower than overall.
